High-throughput results (PubChem)
HTR5A inv ctr: counter-screen for OPRM1-OPRD1 inverse agonists: human HTR5A inverse agonism; P47898; HTR5A cell line, luminescence; inhibition, % at 9.3 µM; 340,000 compounds, 0.083% hits; AID 504634; in the data active means inhibition mostly above about 23%, no sharp cut-off; inactive means mostly below about 18%;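 further: 0% = cells with DMSO and 100% = no-cell wells with DMSO; some compounds called inactive have numbers as strong as hits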
NSD2 HMT inh: blocks human histone methyltransferase NSD2; O96028; NSD2 peptide methylation, AlphaScreen, 120 min; inhibition, % at 12.5 µM; 310,000 compounds, 0.54% hits; AID 743445; in the data active means inhibition above about 50%
CDK5 inh: blocks human CDK5/p35 kinase activity; Q00535+Q15078; Recombinant CDK5/p35, ADP-Glo luminescence, 60 min; inhibition, % at 10 µM; 330,000 compounds, 0.01% hits; AID 488839;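 active means highest replicate inhibition of at least 50% and at least 75% of replicates reaching 50%; inconclusive means only one of the two criteria met; inactive means both criteria failed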;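 further: plate controls were DMSO neutral control for no effect and GW8510 at 10 µM for full effect; many of its hits are not listed in these tables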
HTR5A ag ctr: counter-screen for OPRM1-OPRD1 agonists: human HTR5A agonism; P47898; HTR5A agonist assay, luminescence, cell-based; activation, % at 9.3 µM; 340,000 compounds, 0.61% hits; AID 504692; in the data active means activation mostly above about 9.5%, no sharp cut-off; inactive means mostly below about 7.6%;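 further: 0% = cells with vehicle only and 100% = reference agonist; strong numbers were not always called active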
Wnt act: activates Wnt/beta-catenin signaling in a reporter cell assay | 300,000 compounds, 1.2% hits | activation, % at 9.35 µM | activator, plate reader; in the data active means activation above about 30%, passing the limit was not always enough; inconclusive means no clear call, values can overlap the other calls;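 further: 0% = neutral control wells and 100% = positive control wells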
MITF act: MITF TRPM1 promoter activation in melanoma cells; SK-MEL-5 TRPM1-promoter luciferase, 24 h; % of positive control, neutral wells = 0; AID 588334; activation, % at 12.5 µM; 300,000 compounds, 0.75% hits;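 active means mean activation of at least 80% with every replicate also reaching 80%; inconclusive means mean reaches 80% but some replicate falls short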;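 further: 0% = neutral control wells and 100% = parthenolide positive control wells; values of inactives mirror those of a sister screen read the other way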
SR-BI DiI inh: blocks mouse SR-BI lipid uptake from DiI-HDL | 320,000 compounds, 0.96% hits | ldlA[mSR-BI] CHO cells, DiI-HDL uptake fluorescence, 3 h | inhibition, % at 12.5 µM | AID 488896;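 active means mean replicate inhibition of at least 70% and a set share of replicates each scoring 70 or more; inconclusive means meets just one of the two criteria; inactive means fails both criteria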;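 further: 0% = median of neutral control wells and 100% = median of positive control wells; values of inactives mirror those of a sister screen read the other way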
Target sequence (Q61009 whole entry, looked up): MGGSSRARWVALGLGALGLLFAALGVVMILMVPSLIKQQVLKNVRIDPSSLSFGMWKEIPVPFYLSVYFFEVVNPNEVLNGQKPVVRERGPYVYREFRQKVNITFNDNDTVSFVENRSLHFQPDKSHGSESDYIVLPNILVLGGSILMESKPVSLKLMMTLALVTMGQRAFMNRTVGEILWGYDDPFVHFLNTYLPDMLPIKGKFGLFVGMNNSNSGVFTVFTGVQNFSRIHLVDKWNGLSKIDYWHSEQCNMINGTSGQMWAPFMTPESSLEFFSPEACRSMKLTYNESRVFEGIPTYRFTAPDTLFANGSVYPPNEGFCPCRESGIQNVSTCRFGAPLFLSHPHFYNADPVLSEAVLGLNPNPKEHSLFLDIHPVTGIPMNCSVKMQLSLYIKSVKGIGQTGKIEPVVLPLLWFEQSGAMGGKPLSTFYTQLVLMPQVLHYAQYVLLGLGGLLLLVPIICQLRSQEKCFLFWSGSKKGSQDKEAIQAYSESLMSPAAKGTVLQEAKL
PvdQ acylase: blocks Pseudomonas aeruginosa PvdQ acylase activity; AID 488965; inhibition, % at 10 µM; 340,000 compounds, 0.063% hits; purified PvdQ acylase, fluorescence plate reader; in the data active means inhibition above about 30%, passing the limit was not always enough; inconclusive means no clear call, values can overlap the other calls;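 further: 0% = vehicle neutral wells and 100% = reference inhibitor wells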
V-ATPase pHluor: regulators of yeast V-ATPase proton transport; 350,000 compounds, 0.37% hits; response, % at 10 µM; S. cerevisiae, pHLuorin cytosolic pH fluorescence; in the data active means response mostly above about 7.3%, no sharp cut-off; inactive means mostly below about 5.4%; further: actives read high; inactives centre near 0; some compounds called inactive have numbers as strong as hits; reference of the scale not given here
dFosB act: activators of mouse delta FosB homodimer; purified delta FosB, TAMRA-CDK5 oligo fluorescence polarization; percent of positive-control signal above neutral wells; 340,000 compounds, 0.99% hits; activation, % at 25 µM;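 active means mean activation above about 17%, with every replicate also reaching it, limit read from the data, passing the limit was not always enough; inconclusive means only one of the two conditions met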;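 further: fluorescence polarization rise as delta FosB binds a TAMRA Cdk5 AP-1 oligo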
Target sequence (P13346 whole entry, looked up): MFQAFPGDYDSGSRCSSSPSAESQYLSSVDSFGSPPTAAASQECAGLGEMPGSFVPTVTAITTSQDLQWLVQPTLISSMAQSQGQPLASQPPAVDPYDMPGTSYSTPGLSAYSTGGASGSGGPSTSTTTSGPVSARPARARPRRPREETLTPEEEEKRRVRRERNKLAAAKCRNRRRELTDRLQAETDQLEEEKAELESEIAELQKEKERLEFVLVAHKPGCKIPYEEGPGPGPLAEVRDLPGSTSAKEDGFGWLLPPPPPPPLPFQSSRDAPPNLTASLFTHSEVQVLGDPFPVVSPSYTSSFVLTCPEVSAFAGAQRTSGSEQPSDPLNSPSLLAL
* marks the source's active call; other numbers are inactive results; u = inconclusive; x = not tested or not shown.

Every second line gives: HTR5A inv ctr	NSD2 HMT inh	CDK5 inh	HTR5A ag ctr	Wnt act	MITF act	SR-BI DiI inh	PvdQ acylase	V-ATPase pHluor	dFosB act
> COc1ccc(N=C2NC(=O)/C(=C/C=C/c3ccccc3)S2)cc1
    -29	-4	3.4	5	1	x	-6	8	0	2
> CCC(CO)Oc1cc(NC(=O)c2ccccc2C)c2ncn(C(C)C)c2c1 (centres undefined)
    -15	x	0.7	5	0	x	12	-3	-4	2
> CC(C)(C)C1CCC(OC(=O)CCC(=O)Nc2ccccc2)CC1 (centres undefined)
    -14	-4	x	-5	x	7	-18	-12	1	-6
> O=C(Cn1cnc2c(nnn2Cc2ccc(F)cc2)c1=O)OCc1ccccc1
    18	-1	-0.7	3	-3	-7	6	1	-1	-4
> Cc1ccc(NC(=O)c2nc[nH]c2C(=O)NCC(=O)OC(C)(C)C)cc1
    11	x	-0.3	5	-1	4	-20	-5	-6	-2
> O=C(c1cc2cc(F)ccc2[nH]1)N1CCN(c2cccc(Cl)c2)CC1
    -5	1	-2.9	1	-2	-15	25	-9	0	-8
> CCn1c(=O)c([N+](=O)[O-])c(Cl)c2ccccc21
    19	0	-1.0	-8	x	-93	-3	-7	20*	-4
> Cc1cccc(NC(=S)NCc2ccc3c(c2)OCO3)c1
    -1	3	0.2	-2	x	-3	-14	-2	0	2
> O=C(CN1CCN(C(=O)c2cncn2-c2ccc(F)cc2)CC1)Nc1ccccc1C(F)(F)F
    -10	1	-4.2	4	2	-9	7	-4	-4	-6
> CN(C)CC(CCCCC(CN(C)C)C(=O)c1ccccc1)C(=O)c1ccccc1 (centres undefined)
    -15	18	-0.3	5	22	11	x	-10	-5	-15
> CC1(C)Cc2c(c(-c3ccco3)nc3sc4c(NCCCO)ncnc4c23)CO1
    -15	1	1.9	3	4	-2	x	4	-1	-36
> CCOc1ccc(/C=C/C(=O)OCC(=O)c2ccccc2OC)cc1OC
    1	-1	-0.2	2	x	12	59	9	-7	-2
> COc1ccc(Nc2nc(C)cc(=O)[nH]2)cc1
    -7	0	1.6	-2	1	-19	1	8	5	-3
> CC(C(=O)NCCCc1ccccc1)c1ccc([N+](=O)[O-])cc1 (centres undefined)
    7	-4	-2.9	1	-5	16	-13	-6	x	-7
> Cn1c(CCNS(=O)(=O)c2ccccc2)nnc1SCc1cccnc1
    -25	1	1.7	9	-2	-7	-19	-12	4	4
> Cc1cc(C2C(C#N)=C(N)OC3=C2C(=O)CC(C)(C)C3)c(C)s1 (centres undefined)
    -16	-3	-0.8	-1	x	-2	11	-17	-8	-6
> CSc1ccc(/C=C/C(=O)Nc2ccccc2)cc1
    2	x	0.2	-1	5	46	57	-4	0	1
> CCc1ccc(OCC(=O)N/N=C(\C)c2ccc(O)cc2O)cc1
    10	0	0.0	6	-5	-12	x	-2	2	-3
> COC(=O)c1cc(S(=O)(=O)N2CCCC(C)C2)c[nH]1 (centres undefined)
    -22	x	-0.3	0	0	6	2	-7	-4	-6
> Cc1ccc(N2CCN(C(=O)C3CCN(S(=O)(=O)c4cccc5nsnc45)CC3)CC2C)cc1 (centres undefined)
    -11	-2	0.3	3	0	-5	x	-6	-2	-2
> c1ccc(NCCSc2nc3ccccc3s2)cc1
    -8	0	1.7	2	1	37	1	9	1	-2
> O=C(Nc1ccc2c(c1)OCO2)C1CCN(S(=O)(=O)c2ccc3c(c2)OCCO3)CC1
    -25	x	2.4	10	x	5	-22	22	-3	-5
> CCOc1cc(CNCCO)cc(Br)c1OCc1cccs1
    -13	2	1.3	5	0	-16	-38	-16	-4	-1
> CCSc1nc2sc3c(c2c(=O)n1-c1ccccc1C)CCN(C)C3
    -11	3	-1.0	3	u	2	6	-2	1	-6
> COc1ccc(CN2CCNC(=O)C2CC(=O)NCC2CCOCC2)cc1C (centres undefined)
    6	0	-2.1	-2	-2	-3	8	-7	3	-7
> Cc1ccc(-n2c(COc3ccccc3)n[nH]c2=S)cc1
    2	3	0.5	-1	1	4	-5	-16	-1	3
> CC(CN1CCN(C)CC1)OC(=O)c1cccc(F)c1 (centres undefined)
    16	2	-0.6	-4	0	x	-21	-3	0	-1
> CCN(Cc1ccncc1)C(=S)Nc1c(C)cccc1C
    -34	2	-1.1	0	0	-2	-3	-10	3	1
> CCS(=O)(=O)Nc1ccc(C(=O)NCCSc2ccccc2)cc1
    6	-2	-0.9	-2	14	82*	15	-11	-2	-3
> Cc1cccc(NC(=O)CCNS(=O)(=O)c2ccc(Cl)cc2)c1
    -10	-1	1.4	4	-2	x	x	6	4	-4
> CC1CCCC(NC(=O)c2ccc3snnc3c2)C1C (centres undefined)
    3	-3	-0.2	-1	2	13	1	-7	0	0
> Cc1ccc(-n2c(SCC(=O)N(C)C3CCS(=O)(=O)C3)nc3ccccc3c2=O)cc1 (centres undefined)
    13	-2	-0.7	-5	2	6	-8	-15	2	-11
> O=C(NN=C(Cc1ccccc1)Cc1ccccc1)c1ccccc1F
    35	4	0.7	0	6	7	10	-2	-2	0
> COc1ccc(C(=O)COC(=O)C(CCCCN2C(=O)C3C4C=CC(C4)C3C2=O)N2C(=O)C3C4C=CC(C4)C3C2=O)cc1 (centres undefined)
    16	-1	0.6	-3	-6	-8	24	-4	x	-24
> CCOc1ccc(S(=O)(=O)N2CCN(CC(O)COc3cccc([N+](=O)[O-])c3)CC2)cc1 (centres undefined)
    -9	3	-0.3	3	-5	2	-5	2	-7	-3
> CCCCNC(=O)c1onc(CSc2ccc(C)c(C)c2)c1C(=O)O
    7	x	0.1	-3	-1	x	-3	0	-1	2
> NC(=O)c1ccc(Oc2ccc(Cl)c3ccccc23)c([N+](=O)[O-])c1
    -19	-3	-0.4	5	1	-8	40	-7	0	-1
> CCOC(=O)/C(=N\Nc1ccccc1)P(=O)(c1ccccc1)c1ccccc1
    -11	11	-2.0	4	2	-10	3	8	1	-10
> COc1ccc(-c2coc3cc(OC)cc(OC)c3c2=O)cc1
    11	x	-1.8	-7	1	61	4	-1	-1	-12
> Cc1cc(C)cc(N(C(=O)c2ccc3c(c2)OCO3)C2C=CS(=O)(=O)C2)c1 (centres undefined)
    -13	4	-0.7	-1	-4	11	-9	-1	3	8
> CCOc1ccc(C(=O)CCC(=O)Nc2cccc(S(=O)(=O)N3CCCCC3)c2)cc1
    -14	x	0.5	6	-3	2	12	-10	1	-8
> CCCCNC(=O)N1CCN(c2ncccn2)CC1
    -11	-4	0.5	-2	-4	4	-9	-10	-5	-7
> CCCCCCC1CCC(C(=O)N2CCOCC2)CC1 (centres undefined)
    -11	-12	0.4	-2	0	-4	0	-4	5	-5
> COCc1nnc(NC(=O)c2cc(OC)c(OC)cc2[N+](=O)[O-])s1
    7	-2	0.7	5	1	6	-33	2	2	3
> CCNc1nc2nc3ccc(C)cn3c(=O)c2cc1C(=O)NCC1CCCO1 (centres undefined)
    -3	1	-2.1	1	2	1	-7	-55	-56	4
> COc1ccc(NC(=O)CN(C)C(=O)CNC(=O)c2sc3ccccc3c2Cl)cc1
    2	0	0.5	4	2	93*	37	-4	1	-10
> COC(=O)CSc1nnc(CCc2nc3ccccc3[nH]2)n1C
    11	0	1.6	1	5	x	-30	-6	-1	-4
> COCCNC(=O)C(c1ccc(Cl)cc1)N(C(=O)Cn1nnc2ccccc21)c1cccnc1 (centres undefined)
    -5	-3	-3.8	2	x	0	-11	-2	-4	2
> Cc1ccc(OCC(O)CN2CCN(c3ccc(C)cc3)CC2)cc1 (centres undefined)
    2	5	-0.1	-1	-2	x	-10	-4	1	2
> O=C(COC(=O)c1cccc2ccccc12)NCC1CCCO1 (centres undefined)
    -4	x	-0.6	2	-1	4	0	22	-4	-5
> COC(=O)Nc1nc2ccc(C(=O)c3cccs3)cc2[nH]1
    -17	x	0.1	3	-22	-19	32	-14	-2	-4
> CCCOc1ccc(-c2cn3ccccc3n2)cc1
    1	-4	5.2	8	8	-8	16	9	7	-13
> Cc1nc2ccccc2n1C(=O)c1ccc(Cl)cc1[N+](=O)[O-]
    8	-4	-0.6	-3	1	-7	-2	-15	1	5
> COc1cc(/C=C2\SC(c3ccc(C)cc3)=NC2=O)ccc1O
    1	x	10	3	-1	46	2	5	4	-22
> Cc1cc(Sc2nnc(N)s2)c2ccccc2n1
    13	-1	0.9	2	-9	x	9	2	1	2
> COc1ccc(C(=O)NC(CCSC)C(=O)NCc2nnc3ccccn23)cc1 (centres undefined)
    0	0	-7.3	2	2	1	-41	-14	0	1
> CCn1c(Cc2ccccc2)nnc1SCC(=O)Nc1ccccc1N1CCOCC1
    -19	-1	-7.3	0	-5	-4	9	-12	-5	-5
> Cc1c(C(=O)N2CCN(c3ccc([N+](=O)[O-])cc3)CC2)oc2ccccc12
    -15	0	-1.1	6	-10	0	51	-5	1	-9
> O=S(=O)(N1CCCCC1)N1CCN(c2ccc(F)cc2)CC1
    -1	-1	0.1	4	-3	13	-13	-3	3	4
> CCOC(=O)C1CCCN(Cc2cc(Br)ccc2OC)C1 (centres undefined)
    -3	x	0.8	1	x	x	-11	-7	1	5

Further structures.
Every second line gives: HTR5A inv ctr	NSD2 HMT inh	CDK5 inh	HTR5A ag ctr	Wnt act	MITF act	SR-BI DiI inh	PvdQ acylase	V-ATPase pHluor	dFosB act
> O=C(COC(=O)Cc1ccsc1)NCc1ccccc1
    -6	-2	1.5	3	x	1	-5	-11	3	-3
> COCCN(C(=O)CCC(=O)Nc1cc(C)on1)C(C(=O)NC1CCCC1)c1ccc(C(C)C)cc1 (centres undefined)
    15	0	1.4	-4	0	0	-12	-5	-1	-20
> Cc1nnc(SCc2ccccc2)n1N
    2	x	-0.9	-1	x	1	-2	-3	4	5
> COc1ccc(NC(=O)CCCCCn2nnc3ccccc3c2=O)cc1OC
    -14	0	-0.1	4	0	4	3	-14	0	4
> COCCNC(=S)Nc1cc(OC)c(OC)cc1C#N
    3	8	-1.3	-1	-1	-8	-7	-6	-2	-3
> CN(C)/C=N/c1cc(=O)n(C)c(=O)n1Cc1ccccc1
    -9	x	1.2	3	3	-6	-13	-3	-2	-6
> COc1ccc(S(=O)(=O)Cc2ccc(C(=O)NCc3ccc(C)cc3)o2)cc1
    12	-2	0.2	1	-1	-6	-12	-5	-2	-3
> Cc1ccc(OCC(=O)c2cc(C)n(-c3cc(C)on3)c2C)c([N+](=O)[O-])n1
    -15	5	1.6	5	2	5	24	-2	2	-12
> Cc1cc(C(=O)Nc2ccc(Cl)c(S(=O)(=O)N3CCOCC3)c2)c2ccccc2n1
    6	-5	-0.1	-4	-3	0	59	-10	0	-13
> O=c1[nH]c(NCCO)nnc1Cc1ccc(Cl)cc1
    -6	-1	0.5	2	0	-7	-6	20	-2	4
> CCS(=O)(=O)N1Cc2ccccc2CC1C(=O)Nc1ccc(OC)c(OC)c1 (centres undefined)
    1	1	-8.6	15*	0	-1	3	-2	3	-8
> O=P(O)(O)C(O)C(F)(F)C(F)(F)C(F)(F)C(F)F (centres undefined)
    -3	x	0.3	-4	x	10	-4	2	-3	-1
